Mtb UGM inh: blocks M. tuberculosis UGM enzyme; AID 504406; actives 0.06% (n = 320,000); inhibition, % at 10 µM; P9WIQ1; purified UGM, fluorescence polarization probe displacement; in the data active = inhibition above about 10%, passing the limit was not always enough; inconclusive = no clear call, values can overlap the other calls
BoNT-A LC inh2: BoNT A light chain protease inhibition; multiplex microsphere protease substrate cleavage, flow cytometry; inhibition, % at 10 µM; actives 0.17% (n = 360,000); also: plate controls were buffer without enzyme for full effect and enzyme alone for no effect
BoNT F protease: BoNT F light chain protease inhibition; actives 0.22% (n = 360,000); inhibition, % at 10 µM; Multiplex microsphere protease cleavage assay, flow cytometry; in the data active = inhibition above about 35%, passing the limit was not always enough; inconclusive = no clear call, values can overlap the other calls; also: plate controls were buffer without enzyme for full effect and enzyme alone for no effect
FadD28 FP inh: blocks FadD28 binding to the bisubstrate probe | fluorescence polarization | actives 0.22% (n = 360,000) | inhibition, % at 12.5 µM; in the data active = inhibition above about 8.5%, passing the limit was not always enough; inconclusive = no clear call, values can overlap the other calls
Mtb FBA inh: inhibitors of M. tuberculosis fructose-bisphosphate aldolase; purified M. tuberculosis FBA, fluorescence read-out; inhibition, % at 1 µM; actives 2.3% (n = 360,000); P9WQA3; in the data active = inhibition above about 27%;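 also: 0% = vehicle and 100% = reference inhibitor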
Anthrax LF inh2: anthrax lethal factor protease inhibition | AID 588501 | P15917 | multiplex microsphere protease cleavage assay, LF | inhibition, % at 10 µM | actives 0.12% (n = 360,000); also: plate controls were buffer without enzyme for full effect and enzyme alone for no effect
Target sequence (P15917 whole entry, looked up): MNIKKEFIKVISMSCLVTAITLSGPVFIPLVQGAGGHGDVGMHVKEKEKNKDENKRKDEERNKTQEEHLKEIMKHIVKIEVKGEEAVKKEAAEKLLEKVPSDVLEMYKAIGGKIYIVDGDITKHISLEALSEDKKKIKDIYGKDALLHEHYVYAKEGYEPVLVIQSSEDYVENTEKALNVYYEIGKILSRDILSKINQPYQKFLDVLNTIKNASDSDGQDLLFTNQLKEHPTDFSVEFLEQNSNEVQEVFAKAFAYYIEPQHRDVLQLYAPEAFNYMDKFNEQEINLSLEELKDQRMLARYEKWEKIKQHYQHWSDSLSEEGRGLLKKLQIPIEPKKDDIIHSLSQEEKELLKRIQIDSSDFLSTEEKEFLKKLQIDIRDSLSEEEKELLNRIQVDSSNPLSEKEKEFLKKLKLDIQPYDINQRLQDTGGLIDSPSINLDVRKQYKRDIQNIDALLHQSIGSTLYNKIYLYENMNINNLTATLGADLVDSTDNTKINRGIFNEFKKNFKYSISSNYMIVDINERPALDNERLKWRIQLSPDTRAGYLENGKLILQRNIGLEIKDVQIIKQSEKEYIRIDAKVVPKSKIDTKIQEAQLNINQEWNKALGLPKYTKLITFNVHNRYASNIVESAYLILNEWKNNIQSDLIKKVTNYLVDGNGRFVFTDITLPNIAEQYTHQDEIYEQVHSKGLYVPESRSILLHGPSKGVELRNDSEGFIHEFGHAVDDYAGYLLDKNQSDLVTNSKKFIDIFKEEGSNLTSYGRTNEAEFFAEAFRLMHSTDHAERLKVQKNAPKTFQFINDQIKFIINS
GDH-TPI inh: counter-screen for M. tuberculosis FBA inhibitors: GDH-TPI coupled enzymes; GDH-TPI coupled enzyme counterscreen, NADH absorbance; inhibition, % at 4.8 µM; actives 1.2% (n = 360,000); in the data active = inhibition above about 30%;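 also: 0% = DMSO wells and 100% = wells lacking the enzyme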
Mtb BioA inh: inhibitors of Mycobacterium tuberculosis BioA enzyme | inhibition, % at 9.99 µM | actives 0.096% (n = 360,000) | purified M. tuberculosis BioA enzyme, plate reader | AID 602481; in the data active = inhibition above about 40%; inconclusive = no clear call, values can overlap the other calls
PfHsp40 rescue: rescue of PfHsp40-mediated yeast toxicity | actives 0.68% (n = 340,000) | growth rescue, % at 12.5 µM | S. cerevisiae expressing PfHsp40, growth rescue, ATP luminescence | AID 504582; in the data active = growth rescue above about 28%, passing the limit was not always enough; inconclusive = no clear call, values can overlap the other calls;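 also: yeast W303a lacking pdr1 and pdr3 grown in galactose medium; growth measured after three days at 30 °C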
* hit, by the source's call; ? = inconclusive; nt = not tested or not shown. Rule as the data show it, unless noted: active = inhibition above about 30%; inconclusive = no clear call, values can overlap the other calls; inactive = below that. This is a random part of the collection; about 4.7% have a hit in one of these screens.

SMILES	Mtb UGM inh	BoNT-A LC inh2	BoNT F protease	FadD28 FP inh	Mtb FBA inh	Anthrax LF inh2	GDH-TPI inh	Mtb BioA inh	PfHsp40 rescue
O=C(COC(=O)CNS(=O)(=O)c1ccc(F)c(F)c1F)Nc1ccc(OC(F)F)cc1	-0.8	-0.1	-3	-8.0	1	-4	1	-0.3	1.9
CCN1CCc2c(sc(NC(=O)Cc3ccccc3)c2C(N)=O)C1	-1.1	-0.6	-5	-4.6	-3	-1	-7	6.2	0.8
CCN(c1ccc(C(=O)CSc2nnc(C3CC3)n2C2CC2)cc1)S(C)(=O)=O	-2.8	0.8	-2	-0.8	0	4	3	3.7	-1.1
COc1ccccc1NC(=O)CSc1nnc(C)n1CC1CCCO1 (configuration not stated)	-1.9	0.5	0	1.4	-3	-6	7	-0.6	-1.9
CCN(C(C)=O)c1cccc2ccccc12	-0.4	-0.6	-26	-1.8	7	1	1	2.1	-1.6
COc1ccccc1C(=O)C1CCCN(C(=O)c2snnc2C)C1 (configuration not stated)	-1.6	0.4	-3	1.9	-2	-4	0	-2.0	0.7
O=C(CSc1nc2ccccc2nc1N1CCCC1)Nc1ccc(F)cc1	2.9	6.3	5	-2.9	2	6	-1	0.5	-0.6
CC(=NNS(=O)(=O)c1ccc(C)cc1)c1ccncc1	nt	-0.2	-13	-0.2	-2	-6	9	-1.1	nt
CCn1nc(C)cc1C(=O)OCC(=O)c1ccc(Cl)cc1	2.9	0.3	5	-4.1	-2	1	6	-0.9	2.8
O=C(C[C@@H]1NS(=O)(=O)OC2CCCCC21)c1ccccc1 (some centres not stated)	2.2	-0.3	-5	-0.9	0	3	9	-1.2	-1.1
CC(C)CC1NC(=O)N(CC(=O)N2CCN(S(=O)(=O)c3ccc(Cl)cc3)CC2)C1=O (configuration not stated)	0.3	-1.0	-15	0.1	-2	-4	4	-6.4	1.5
COc1cc(N2C(=O)c3ccccc3C2=O)c(Cl)cc1C(=O)OCC(=O)N1CCOCC1	1.3	-0.3	-2	-1.8	3	-9	0	nt	?
O=C(COc1ccc(Br)cc1)N/N=C1/SCC(=O)N1Cc1ccccc1	0.3	0.2	-5	-4.7	0	0	-4	nt	0.8
CCN(C(=O)CN1CCN(S(=O)(=O)c2cc(Cl)ccc2Cl)CC1)c1c(N)n(Cc2ccccc2)c(=O)[nH]c1=O	0.9	-0.7	-2	-3.1	1	-1	7	nt	-0.9
Cc1ccc(S(=O)(=O)/N=C2\C=C(Nc3ccc(O)cc3)C(=O)c3ccccc32)cc1	2.7	nt	nt	?	-4	nt	5	0.7	3.7
COC(=O)C1(Cc2cc(-c3ccccc3)no2)CCN(C(=O)OC(C)(C)C)CC1	-2.1	-0.3	-11	-2.9	-3	-10	2	0.9	2.7
Cc1c(C(=O)N2CCN(S(=O)(=O)c3cccs3)CC2)oc2ccc(F)cc12	-0.9	-1.1	-2	0.4	4	-2	6	-5.0	-0.3
N#Cc1ccccc1Cn1cc(C(=O)c2cccs2)c2ccccc21	1.8	1.2	11	-1.5	1	0	10	-0.3	0.0
CCOn1c(=O)c(-c2cccc(Br)c2)[n+]([O-])c2ccccc21	0.9	0.6	8	-0.4	2	-3	23	-1.5	-1.3
O=C(c1ccco1)N1CCN(CCOc2ccc(F)cc2)CC1	2.8	0.4	-3	0.0	-1	0	-15	0.4	-0.7
COc1cc(CC(C)N)c(OC)cc1I (configuration not stated)	-0.5	0.3	-1	-3.1	0	-5	-21	0.9	-1.0
Cc1ccc(NC(=O)Cn2nnc(C(=O)NCc3ccco3)c2N)c(C)c1	1.1	-0.6	-3	-0.6	-1	-2	7	-2.6	-1.9
COc1ccccc1C1CC(=O)NC(SCC(=O)Nc2ccccc2)=C1C#N (configuration not stated)	nt	-0.8	-4	-3.4	4	-7	9	0.5	0.8
O=C(Nc1ccc(N2CCCCC2)c(Cl)c1)c1cccnc1	-1.8	0.1	30	-0.3	2	1	3	14	3.6

5 records drawn at random from the list so far:
SMILES	Mtb UGM inh	BoNT-A LC inh2	BoNT F protease	FadD28 FP inh	Mtb FBA inh	Anthrax LF inh2	GDH-TPI inh	Mtb BioA inh	PfHsp40 rescue
O=C(COC(=O)CNS(=O)(=O)c1ccc(F)c(F)c1F)Nc1ccc(OC(F)F)cc1	-0.8	-0.1	-3	-8.0	1	-4	1	-0.3	1.9
Cc1c(C(=O)N2CCN(S(=O)(=O)c3cccs3)CC2)oc2ccc(F)cc12	-0.9	-1.1	-2	0.4	4	-2	6	-5.0	-0.3
COc1ccccc1NC(=O)CSc1nnc(C)n1CC1CCCO1 (configuration not stated)	-1.9	0.5	0	1.4	-3	-6	7	-0.6	-1.9
COc1cc(CC(C)N)c(OC)cc1I (configuration not stated)	-0.5	0.3	-1	-3.1	0	-5	-21	0.9	-1.0
O=C(c1ccco1)N1CCN(CCOc2ccc(F)cc2)CC1	2.8	0.4	-3	0.0	-1	0	-15	0.4	-0.7

The list goes on:
SMILES	Mtb UGM inh	BoNT-A LC inh2	BoNT F protease	FadD28 FP inh	Mtb FBA inh	Anthrax LF inh2	GDH-TPI inh	Mtb BioA inh	PfHsp40 rescue
COc1ccc(NS(=O)(=O)c2cc(NC(=O)C3=NN(c4ccccc4)C(=O)CC3)ccc2OC)cc1	1.2	-0.1	-3	1.2	1	-8	-2	0.2	-0.4
Cc1ccccc1Cn1ccc(NC(=O)c2cc3ncc(Br)cn3n2)n1	1.4	-2.3	-12	-2.9	6	-4	-13	nt	1.9
COc1ccc(NC(=O)Nc2ccc(F)cc2)c(C)c1	0.3	-0.5	-5	-0.9	2	-1	2	nt	12
CNC(=O)NC(=O)COC(=O)c1n[nH]c2ccccc12	1.0	-0.6	-2	-2.2	9	-2	3	-1.6	0.0
CC(O)(Cc1cccnc1)c1cccs1 (configuration not stated)	nt	-0.5	0	-1.2	0	-5	-4	nt	-1.0
CCOc1ccc(CN2CCN(Cc3cn(CC)nc3C)CC2CCO)cc1 (configuration not stated)	1.3	0.4	1	-3.4	1	-1	7	nt	-1.2
Brc1ccc(Oc2ncc(CN3CCOCC3)s2)cc1	-1.8	?	12	-1.3	0	-10	3	0.4	-0.2
OCCN(CCO)c1ccc(C(c2ccccc2Cl)c2ccc(N(CCO)CCO)cc2Cl)c(Cl)c1	nt	-1.9	-4	3.3	-2	-5	15	0.8	4.7
C[C@]12CCC3C(C1CCC2=O)[C@H](O)C[C@H]1C[C@@H](O)CC[C@]31C (some centres not stated)	-0.7	-0.1	2	0.7	0	3	6	2.1	1.6
CN1CCN(S(=O)(=O)c2cccc(C(=O)Nc3cc(C(N)=O)cc(C(N)=O)c3)c2)CC1	-1.5	-0.3	6	nt	-6	-2	-5	-1.8	-1.3
O=C(O)CCNc1ccc2c(c1)OCCO2	-1.2	0.3	2	0.1	-2	-5	8	-0.6	-0.4
CCCNC(=O)C1(C)CCCN(Cc2ccc(-c3ccccc3)o2)C1 (configuration not stated)	nt	0.3	-5	-3.6	2	-1	0	-0.3	nt

The closing six records of the section before are carried over, then new ones follow:
SMILES	Mtb UGM inh	BoNT-A LC inh2	BoNT F protease	FadD28 FP inh	Mtb FBA inh	Anthrax LF inh2	GDH-TPI inh	Mtb BioA inh	PfHsp40 rescue
Brc1ccc(Oc2ncc(CN3CCOCC3)s2)cc1	-1.8	?	12	-1.3	0	-10	3	0.4	-0.2
OCCN(CCO)c1ccc(C(c2ccccc2Cl)c2ccc(N(CCO)CCO)cc2Cl)c(Cl)c1	nt	-1.9	-4	3.3	-2	-5	15	0.8	4.7
C[C@]12CCC3C(C1CCC2=O)[C@H](O)C[C@H]1C[C@@H](O)CC[C@]31C (some centres not stated)	-0.7	-0.1	2	0.7	0	3	6	2.1	1.6
CN1CCN(S(=O)(=O)c2cccc(C(=O)Nc3cc(C(N)=O)cc(C(N)=O)c3)c2)CC1	-1.5	-0.3	6	nt	-6	-2	-5	-1.8	-1.3
O=C(O)CCNc1ccc2c(c1)OCCO2	-1.2	0.3	2	0.1	-2	-5	8	-0.6	-0.4
CCCNC(=O)C1(C)CCCN(Cc2ccc(-c3ccccc3)o2)C1 (configuration not stated)	nt	0.3	-5	-3.6	2	-1	0	-0.3	nt
Cc1ccc([N+](=O)[O-])cc1S(=O)(=O)Nc1ccc(-c2ccc(N3CCOCC3)nn2)cc1	0.7	2.7	-2	0.0	-3	-3	11	1.1	0.1
Cc1ccccc1NC(=S)NNC(=O)c1cccc(Br)c1	1.8	-0.3	0	-3.8	-6	1	4	nt	4.1
Cc1cc(NC(=O)c2ccc(N(C)S(=O)(=O)c3ccccc3)cc2)no1	1.0	2.2	9	1.6	7	2	0	-0.5	-1.5
CCOc1ccc(C2Sc3ccccc3NC3=C2C(=O)OC3)cc1 (configuration not stated)	0.1	0.0	-11	-5.4	-1	-1	-4	1.4	-1.0
CC1=CC(=O)C(C(C)=Nc2cccc(Cl)c2)C(=O)O1 (configuration not stated)	nt	-0.3	4	0.3	0	2	9	-0.1	-1.2
CCn1c(SCC(=O)N/N=C(\C)c2ccco2)nnc1-c1ccccc1	0.0	-0.4	-6	-3.0	2	1	-4	nt	1.2
CCOc1ccc(S(=O)(=O)N2CCCCCC2)cc1	-4.2	0.9	-1	-1.8	3	1	7	-0.4	-1.3
O=C(Cn1ncc2c(=O)oc3ccccc3c21)N1CCc2ccccc2C1	-2.0	-0.6	-2	-1.8	3	-3	5	7.8	-0.4
Nc1cc2ccccc2oc1=O	-1.1	-0.1	3	0.6	-6	-3	15	-0.6	-0.9
COC(=O)c1ncn(C2OC(COC(C)=O)C(OC(C)=O)C2OC(C)=O)n1 (configuration not stated)	-0.8	0.8	3	-1.8	-1	0	9	nt	-2.1
CCC(Sc1nnc(-c2ccc(C)c(Cl)c2)n1CC)C(=O)Nc1nccs1 (configuration not stated)	1.7	-1.3	-18	-4.2	-1	-9	0	7.3	-0.1
CC(C)(C)c1cc(NC(=O)CCl)n(-c2ccccc2)n1	0.3	-0.5	4	0.7	-6	-5	5	-1.1	-0.8
CCOC(=O)N/N=C/C=C/c1ccccc1[N+](=O)[O-]	-2.8	-0.2	-3	-2.8	0	-6	-1	0.3	-0.1
CC1=C(c2ccccc2)C=NNCC1=O	nt	-0.9	-1	0.6	0	10	10	-0.1	0.5
Cc1cc(=O)oc2c(C)c(OC(C)C(=O)NC(Cc3c[nH]c4ccc(O)cc34)C(=O)O)ccc12 (configuration not stated)	1.1	-0.7	-9	0.3	11	-3	17	1.4	-1.0
O=C(O)c1ccc2cccc(Cl)c2c1O	1.9	-0.6	-3	2.6	27	-1	24	-2.1	1.8
CC(=O)Nc1cccc(O)c1	0.7	0.1	1	0.5	-1	15	4	-0.1	-1.3
CCCCOCCCNCc1cccn1CCN1CCOCC1	0.3	-1.7	?	-0.7	1	-11	1	-2.3	-1.1
CCN(CC)S(=O)(=O)c1ccc(S(=O)(=O)Nc2ccc(C(=O)N3CCCC3)cc2)cc1	-2.1	-1.0	-4	-0.7	3	-2	14	nt	0.9
